Compound activity (PubChem BioAssay)
M4 ag: human M4 muscarinic receptor agonists, primary screen, CHO-K1 cells, Fluo-8 calcium fluorescence; Muscarinic acetylcholine receptor M4 (Homo sapiens), P08173; CHO-K1 hM4/Gqi5; vehicle 0%, full acetylcholine response 100%; activation, % at 3 µM; 360,000 tested, 0.14% active; AID 624127, 2012;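 active = activation above the run mean over all test wells plus 3 SD, cut at about 32% in these data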;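 also: peak over basal fluorescence ratio per well then scaled between controls; 0% = DMSO wells and 100% = acetylcholine at EC100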
Target sequence (P08173 whole entry, looked up): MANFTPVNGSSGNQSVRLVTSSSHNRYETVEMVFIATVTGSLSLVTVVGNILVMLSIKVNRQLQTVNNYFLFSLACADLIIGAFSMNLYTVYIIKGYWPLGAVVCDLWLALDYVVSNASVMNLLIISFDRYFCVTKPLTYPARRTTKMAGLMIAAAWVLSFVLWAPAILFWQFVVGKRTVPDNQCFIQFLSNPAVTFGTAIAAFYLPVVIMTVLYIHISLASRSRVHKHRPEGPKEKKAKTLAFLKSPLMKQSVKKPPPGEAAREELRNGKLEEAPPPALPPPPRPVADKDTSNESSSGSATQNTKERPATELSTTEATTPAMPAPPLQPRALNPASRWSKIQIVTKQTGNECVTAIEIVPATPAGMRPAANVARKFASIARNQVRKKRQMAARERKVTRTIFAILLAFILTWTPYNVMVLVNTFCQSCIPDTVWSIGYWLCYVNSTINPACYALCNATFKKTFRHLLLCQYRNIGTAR
M1 antag: human M1 muscarinic receptor antagonists, primary screen, CHO-K1 cells, Fluo-8 calcium fluorescence, 1536-well | inhibition, % at 3 µM | 360,000 tested, 1.3% active | CHO-K1 hM1, ACh EC80 antagonist | Muscarinic acetylcholine receptor M1 (Homo sapiens), P11229 | AID 588852, 2011;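 active = percent inhibition above its own plate's cutoff, namely the mean of that plate's compound wells plus 3 SD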;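 also: peak over basal fluorescence ratio during 140 s after agonist addition; 0% = ACh EC80 plus DMSO and 100% = DMSO alone without agonist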
CHRM4 antagonist: human M4 muscarinic receptor antagonists, primary screen, CHO cells, Fluo-8 calcium fluorescence | CHO-hM4 cells, ACh EC80 | inhibition, % at 3 µM | Muscarinic acetylcholine receptor M4 (Homo sapiens), P08173 | 360,000 tested, 0.73% active;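 active = inhibition above its plate's cutoff, the mean inhibition of sample wells plus 3 SD, cut at about 27% in these data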;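 also: 0% = acetylcholine EC80 with DMSO and 100% = DMSO without agonist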
CHRM5 PAM: human M5 muscarinic receptor positive allosteric modulators, primary screen, CHO-K1 cells, Fluo-8 calcium fluorescence; CHO-K1 hM5, ACh EC20 PAM; 0% = ACh EC20, 100% = ACh EC100; activation, % at 3 µM; 360,000 tested, 0.3% active;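 active = activation above the run cutoff, the mean activation of all test compounds plus 3 SD, cut at about 18% in these data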
Target sequence (P08912 whole entry, looked up): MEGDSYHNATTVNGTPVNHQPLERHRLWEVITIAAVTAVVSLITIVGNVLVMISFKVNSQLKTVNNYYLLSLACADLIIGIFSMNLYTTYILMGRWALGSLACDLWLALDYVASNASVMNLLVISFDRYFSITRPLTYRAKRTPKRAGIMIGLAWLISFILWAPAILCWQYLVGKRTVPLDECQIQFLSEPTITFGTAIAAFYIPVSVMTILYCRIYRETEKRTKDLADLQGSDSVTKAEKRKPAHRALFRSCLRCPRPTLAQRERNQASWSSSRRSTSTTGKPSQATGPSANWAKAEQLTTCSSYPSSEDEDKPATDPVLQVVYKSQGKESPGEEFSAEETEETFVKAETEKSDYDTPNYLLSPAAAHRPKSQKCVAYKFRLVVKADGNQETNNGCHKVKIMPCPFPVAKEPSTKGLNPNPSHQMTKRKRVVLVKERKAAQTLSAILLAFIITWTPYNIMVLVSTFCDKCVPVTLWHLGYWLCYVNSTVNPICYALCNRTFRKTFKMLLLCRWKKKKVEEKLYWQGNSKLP
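Test system: CHO-K1 hM5 cells / Doses: single-point, 3 µM nominal / Times: Post-acetylcholine fluorescence recording 140 s / Technique: Fluo-8 calcium fluorescence / Measure: Max/basal fluorescence ratio as % of EC20–EC100 ACh window / Benchmarks: low control EC20 acetylcholine (0%), high control EC100 acetylcholine (100%) / Replicates: one well per compound, no replicates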
M4 PAM: human M4 muscarinic receptor positive allosteric modulators, primary screen, CHO-K1 cells, Fluo-8 calcium fluorescence | activation, % at 3 µM | 360,000 tested, 0.4% active | CHO-K1 hM4/Gqi5, ACh EC20; 0% = ACh EC20, 100% = maximal ACh;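 active = activation above its plate's cutoff, the mean activation of sample wells plus 3 SD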; also: some results filed as inactive read as strong as hits
CHRM1 PAM: human M1 muscarinic receptor positive allosteric modulators, primary screen, CHO-K1 cells, Fluo-8 calcium fluorescence, 1536-well; Muscarinic acetylcholine receptor M1 (Homo sapiens), P11229; CHO-K1 hM1, ACh EC20; 0% = ACh EC20, 100% = maximal ACh; activation, % at 3 µM; 360,000 tested, 0.088% active; in the data active = activation above about 19%, passing the limit was not always enough
CHRM5 agonist: human M5 muscarinic receptor agonists, primary screen, CHO-K1 cells, Fluo-8 calcium fluorescence; Muscarinic acetylcholine receptor M5 (Homo sapiens), P08912; CHO-K1 hM5 cells; 0% DMSO wells, 100% maximal acetylcholine response; activation, % at 3 µM; 360,000 tested, 0.19% active;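 active = activation above the run's mean over test compounds plus 3 SD, cut at about 23% in these data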;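 also: signal is peak over basal fluorescence ratio across the kinetic read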
CHRM5 antagonist: human M5 muscarinic receptor antagonists, primary screen, CHO cells, Fluo-8 calcium fluorescence. Muscarinic acetylcholine receptor M5 (Homo sapiens), P08912. CHO-hM5 cells, ACh EC80. inhibition, % at 3 µM. 360,000 tested, 0.59% active. AID 624040, 2012;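 active = inhibition above a per-plate cutoff, the mean of that plate's test compounds plus 3 SD, cut at about 27% in these data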;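 also: 0% = acetylcholine EC80 with DMSO and 100% = DMSO without agonist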
CRFBP-R2 agonist: agonists of CRF-BP/CRF-R2 complex, primary screen, cell-based, HEK293, calcium dye fluorescence, uHTS. calcium dye fluorescence (FLIPR); percent of saturating CRF peptide response. activation, % at 13.2 µM. 350,000 tested, 0.46% active. AID 588473, 2011;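 active = activation of at least 50%, plus an integration ratio under a set limit after plate pattern correction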;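 also: plate controls were neutral control wells without compound for no effect and CRF at EC100 for full effect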
* marks the source's active call; other numbers are inactive results; . = no result given.

M4 ag	M1 antag	CHRM4 antagonist	CHRM5 PAM	M4 PAM	CHRM1 PAM	CHRM5 agonist	CHRM5 antagonist	CRFBP-R2 agonist	compound
0	-4	6	-2	11	7	1	0	.	O=C(Nc1ccn(C2CCC(CO)O2)c(=O)n1)c1ccccc1 (stereo not given)
0	-2	-1	0	-1	-4	-1	17	-0.2	O=C(/C=C/c1ccco1)NC(=S)Nc1ccccc1
1	-6	-3	8	3	10	1	9	0.3	C=C1CC2C(=O)N(Cc3cc(OC)ccc3OC)C(C(=O)OCC)(C(=O)OCC)C1N2C(=O)OC(C)(C)C (stereo not given)
1	-6	4	2	-1	4	-1	8	0.2	O=C(NNC(=O)C12CC3CC(CC(O)(C3)C1)C2)c1csc(N2CCOCC2)n1
0	-6	13	8	-5	7	-2	-4	-1.2	CCN(CC)CCCNC(=O)CSc1nc(C)cc(C)n1
0	0	3	-3	1	8	-1	-1	-0.7	COC(=O)c1c(NC(=O)COC(=O)Cn2cnc3ccccc32)sc2c1CCCC2
0	-8	3	-3	0	4	-1	-3	-4.0	COc1cccc(CCC(=O)O)c1OC
0	7	7	-4	-4	-3	-1	-2	0.5	Cc1ccc(-c2nc(-c3ccccc3)no2)cc1
11	6	-4	-7	-11	-4	-10	12	-0.3	COc1ccc(S(=O)(=O)N2CCOCC2)cc1NC(=O)CN(C)Cc1c(F)cccc1Cl
0	-9	-1	6	-2	6	1	2	1.1	CC12CN3CC(C)(CN(C1)C3c1ccc([N+](=O)[O-])o1)C2 (stereo not given)
1	0	-2	3	4	-1	-3	6	2.0	Cn1nc(CSc2ccccc2)c(C=O)c1Cl
4	3	6	-3	-7	-2	-1	-6	10	O=C(CC12CC3CC(CC(C3)C1)C2)NCC(c1ccc(F)cc1)N1CCOCC1 (stereo not given)
0	-14	-6	2	1	10	-5	3	0.0	CN1CCN(CC(=O)Nc2cccc([N+](=O)[O-])c2)CC1
0	2	1	-7	2	3	-2	1	1.1	O=C(NCCc1c[nH]c2ccccc12)c1cc2sccc2n1Cc1ccccc1
1	-6	2	-5	-3	4	-2	7	-0.3	Cc1cccc(C(=O)NCc2nnc(SCC(=O)NC(C)c3ccccc3)n2C)c1 (stereo not given)
0	-8	2	8	0	16	-9	-3	-2.9	Cc1cc(C)nc(NC(=O)c2ccc(Cl)cc2[N+](=O)[O-])c1
0	8	2	-6	-9	-7	0	4	2.2	O=c1[nH]c(=O)n(-c2ccccc2)c2c1C(C(F)(F)F)(C(F)(F)F)N=C(C1CCCCC1)N2
0	11	0	-8	2	-2	5	3	-1.3	CCN(CC(=O)NCc1cccs1)C(=O)c1cccc(S(=O)(=O)NC)c1
1	15	-2	2	7	-3	-2	-4	2.2	CCCC1C(c2ccco2)NC(c2ccco2)CC1(C)O (stereo not given)
0	-8	-3	3	-4	2	1	8	0.2	O=C1Cc2cc(NS(=O)(=O)c3ccc([N+](=O)[O-])cc3)cc3c2N1CCC3
8	2	-7	-2	-6	4	1	13	-0.2	O=c1cc(CO)occ1OCc1c(F)cccc1Cl
0	-14	25	9	9	10	0	-15	0.7	Nc1nonc1C(=O)NCCN=Cc1cc(Cc2ccccc2)cc(Br)c1O
8	0	-11	-6	0	1	1	4	-4.0	COc1cc(S(=O)(=O)N(Cc2ccccn2)Cc2ccco2)ccc1-n1cnnn1
14	19	-8	-7	-6	-9	-1	7	-3.0	CCOC(=O)C(CC(=O)c1ccccc1)CC(=O)c1ccccc1
4	-6	6	0	5	3	-5	4	-4.4	COc1ccc(OCc2cc(C(=O)N3CCCC(OC)C3)no2)c2ccccc12 (stereo not given)
0	20	2	-1	-5	-10	-3	18	3.1	COc1cc(/C=C2\SC(=S)N(CCC(=O)NCCc3ccccc3)C2=O)cc(OC)c1OC
1	-2	-1	-2	0	7	-5	3	35	CCc1cc[n+](-c2nc3ccccc3nc2[N-]S(=O)(=O)c2ccc(Br)s2)cc1
1	-6	-5	0	6	18	1	7	3.3	CC(C)[C@H](NC(=O)OCc1ccccc1)C(=O)OCC(=O)NCc1ccco1
1	-1	2	2	-3	3	-3	2	-0.9	COc1ccc(CNc2cc(C)nc3ccc(OC)cc23)cc1
0	-2	0	-6	6	8	-6	4	-1.8	S=C(NCc1ccccn1)Nc1ccc(Cl)cc1Cl
0	-9	5	-5	4	1	-2	8	0.2	COc1cccc(-n2nnc3c(=O)n(CC(=O)N4CCC(C)CC4)cnc32)c1
7	2	6	-7	-4	-4	-5	15	2.1	COc1ccc(NC(=O)C2Cc3cc(S(=O)(=O)N4CCCCC4)ccc3N2C(C)=O)cc1Cl (stereo not given)
2	5	4	-3	-2	3	0	16	1.0	CN(CC(=O)Nc1ccc(Cl)cc1)CC(=O)Nc1cccc(Br)c1
1	-10	-5	2	9	10	0	1	-0.8	CCC1=C(NCc2ccccc2)COC1=O
1	-2	2	7	5	1	-1	-9	-1.4	COc1ccc(/C=C/C(=O)Nc2cc(S(=O)(=O)N3CCOCC3)ccc2N2CCCC2)cc1OC
12	13	12	-24	-9	-9	-5	13	0.4	O=C(Nc1ccc(N2CCOCC2)c(S(=O)(=O)Nc2ccccc2Cl)c1)c1ccccc1
1	-3	6	0	-3	-1	0	4	6.2	O=[N+]([O-])c1cc2c(c3cccnc13)COCO2
2	-3	-2	-2	14	-2	5	-6	-0.9	CCCC(C(=O)NCc1ccco1)N(C(=O)CNS(=O)(=O)c1ccccc1)C1CCCC1 (stereo not given)
-1	-25	1	1	12	15	-5	9	-1.6	O=C(Cc1ccsc1)Nc1ccc(Cl)cc1Cl
0	-3	0	1	5	4	0	1	1.3	Cn1nc(C(=O)NC2CCCCC2)c2ccccc2c1=O
7	-6	0	-6	3	5	3	9	-1.3	CCN(CC(=O)Nc1cc(Cl)ccc1-n1cncn1)Cc1nc2ccccc2c(=O)[nH]1
2	7	2	1	5	3	2	-1	-0.2	CC1CCN(S(=O)(=O)c2cccc(C(=O)Nc3nccs3)c2)CC1
4	9	3	-8	-7	-8	6	14	-0.3	COC(=O)c1cc(NC(=O)COC(=O)CN2C(=O)C3CC=CCC3C2=O)cc(C(=O)OC)c1 (stereo not given)
8	3	4	-7	-8	-5	2	7	5.8	CC1CN(Cc2nc3c(c(=O)n(C)c(=O)n3C)n2Cc2cccc(Cl)c2)CC(C)O1 (stereo not given)
2	-7	-2	7	4	14	-6	7	1.3	CC(=O)NCC(=O)N(C)C(C(=O)Nc1ccc(C(C)C)cc1)c1ccccc1 (stereo not given)
2	2	6	1	-1	12	-2	-2	-1.4	O=C(NCCCN1CCOCC1)C(Sc1ccccc1)c1ccccc1 (stereo not given)
-3	7	5	1	3	1	2	-6	0.4	CN(C)c1nc(SCCOC(=O)c2ccccc2)nc(N(C)C)n1
14	-5	-24	-7	-4	2	1	3	2.2	CC(C)N(Cc1nnc(-c2ccccc2Cl)o1)C(=O)COc1cccc(Cl)c1
1	-22	-6	5	6	8	-3	0	3.3	CCN(Cc1ccccc1)C(c1cc2cc(C)ccc2[nH]c1=O)c1nnnn1CCOC (stereo not given)
1	0	11	-1	-4	5	0	6	-0.6	O=C(NC12CC3CC(CC(C3)C1)C2)N1CC2Cc3cccc(=O)n3C(C2)C1 (stereo not given)

Single values from the list:
CCN(CC(=O)Nc1cc(Cl)ccc1-n1cncn1)Cc1nc2ccccc2c(=O)[nH]1 @ CRFBP-R2 agonist: -1.3
CC1CN(Cc2nc3c(c(=O)n(C)c(=O)n3C)n2Cc2cccc(Cl)c2)CC(C)O1 (stereo not given) @ CRFBP-R2 agonist: 5.8
CC(C)N(Cc1nnc(-c2ccccc2Cl)o1)C(=O)COc1cccc(Cl)c1 @ CHRM1 PAM: 2

Next entries follow.
M4 ag	M1 antag	CHRM4 antagonist	CHRM5 PAM	M4 PAM	CHRM1 PAM	CHRM5 agonist	CHRM5 antagonist	CRFBP-R2 agonist	compound
2	3	3	3	5	-2	1	11	3.1	COC(=O)CCCC1=CC2=CC(=O)C(C)(OC(=O)c3cccs3)C(=O)C2=CN1c1ccccc1 (stereo not given)
1	-9	-4	9	19	15	2	-4	0.5	CS(=O)(=O)Nc1ccc(-c2cc(/C=C3\SC(N)=NC3=O)c[nH]c2=O)cc1
1	-5	-16	8	9	2	0	-3	2.1	COc1cccc(NC(=O)N2C3CCCC2CC(NC(C)=O)C3)c1 (stereo not given)
1	-14	0	-4	8	11	-2	3	-0.3	O=C(c1ccc2c(c1)OCO2)N1CCN=C1SCc1cccnc1
2	-26	-1	0	11	6	0	0	-0.6	COc1ccc(NC(=S)N/C(=N/CS(=O)(=O)c2ccccc2)c2ccccc2)cc1
1	-11	-2	-1	7	18	3	9	-1.3	CCC(C)NC(=O)CCS(=O)(=O)c1ccc2c(c1)n(C)c(=O)c(=O)n2C (stereo not given)
1	-2	5	-7	-13	5	-2	17	-1.9	COc1cc(OC)cc(C(=O)N[C@H](C(=O)NCc2ccccc2)C(C)C)c1
0	-4	-8	5	5	10	-1	-9	-1.7	Cc1ccc(CNC(=O)/C=C/c2c(Cl)cccc2Cl)cc1
1	-6	6	-4	-3	5	0	10	16	COc1ccc(CNc2nc(-c3ccccc3)nn2C(=O)c2cccs2)cc1
-1	-10	-17	4	-4	6	-2	-10	.	Cc1cc2oc(=O)cc(CN3CCCC3)c2cc1Cl
11	.	-10	-2	-4	.	1	1	.	CCCCOCCCNC(=O)C[C@@H]1C[C@@]2(C(=O)OC)CC(C)(C)CC=C2N(Cc2ccc3c(c2)OCO3)C1=O
1	-14	7	2	-7	1	-3	2	0.6	CCNS(=O)(=O)c1ccc(S(=O)(=O)N(Cc2ccccn2)C2CCCCC2)cc1
16	5	16	-17	-25	-7	4	20	0.7	Cc1cc(OCC(=O)Nc2cccc(S(=O)(=O)NC3=NCCCCC3)c2)ccc1Cl
0	-9	-3	-3	8	5	1	3	-0.5	COc1ccc(S(=O)(=O)Cc2ccc(C(=O)N3CCN(c4cccc(C)c4C)CC3)o2)cc1
1	6	-3	1	2	5	2	-1	3.8	CCc1nccn1S(=O)(=O)c1ccc(OC)c(OC)c1
1	-5	-1	0	1	6	1	0	-1.1	C#CCN1C(=O)C(O)(CC(=O)c2cc(OC)ccc2OC)c2ccccc21 (stereo not given)
0	2	5	1	9	1	3	2	-0.7	O=C(Cn1cnc2c(cnn2-c2ccc(F)cc2)c1=O)NCC1CCCO1 (stereo not given)
3	-23	3	5	-1	13	3	3	-1.8	O=C(CSc1nnnn1-c1ccc(O)cc1)c1cc2ccccc2o1
